PolyA inhibitor: blocks polyadenylation in yeast reporter cells. S. cerevisiae SKY197-pL101 polyadenylation reporter, beta-gal luminescence; efflux-impaired pdr1/pdr3 knockout yeast; score 100 = 6 SD above DMSO. calls only at 12 µM. 300,000 tested, 0.02% active. AID 1875;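 active = lowest replicate activity score at least 50, where 100 means six control SD above control mean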;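 also: yeast exposed to compound for 9 h at 30 °C; higher score means more reporter readthrough which indicates perturbed polyadenylation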
KCNK9 block: blocks the human KCNK9 two-pore domain potassium channel; Q9NPC2; HEK293 KCNK9, FluxOR thallium flux fluorescence; hits give low values; B-score at 10 µM; 310,000 tested, 1.2% active; AID 488922;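 active = ratio B-score over 3 SD below the library mean, with starting fluorescence within 5 SD of its mean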;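 also: negative B-score means less thallium flux so channel inhibition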
GSK3B inh: blocks human GSK3beta kinase activity. GST-GSK3beta kinase, ADP-Glo luminescence, 60 min; hits give low values. AID 2097. 300,000 tested, 0.038% active. activity score (negative = inhibition), % at 10 µM. P49841;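 active = more than half of replicate wells score below -50%, meaning over 50% inhibition versus plate controls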;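 also: 0% = median DMSO wells and -100% = median GW8510 positive control wells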
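Assay system: GST-fused GSK3beta enzyme, cell-free / Medium: Tris pH 7.5 buffer with MgCl2, DTT, BSA, heparin / Also added: peptide substrate plus 25 µM ATP (final) / Compound: 10 µM single point / Timing: kinase reaction with compound 60 min at room temperature / Detection: ADP-Glo luminescence / Benchmarks: DMSO neutral wells and GW8510 at 20 µM as positive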
RGS4 block: inhibitors of human RGS4; HEK293 M3R/RGS4 inducible, Fluo-4 calcium flux; hits give high values; triggered by carbachol at its EC20; P49798; 310,000 tested, 0.45% active; AID 463165; B-score at 10 µM;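 active = B-score, a plate-corrected calcium signal, over three deviations above library mean, with baseline fluorescence within five deviations of library mean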;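 also: RGS4 expression induced by doxycycline in cells with stable M3 receptor; B-score is computed from the integrated fluorescence ratio over baseline after carbachol; higher B-score means a larger calcium signal and so more RGS4 inhibition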
Dyrk1A ADPGlo: blocks rat Dyrk1A kinase activity; inhibition, % at 12.5 µM; ADP-Glo luminescence, NFATc1 peptide; Q63470; 310,000 tested, 0.43% active; in the data active = inhibition above about 50%;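 also: plate controls were vehicle with enzyme for no effect and no enzyme for full effect; many of its hits are not listed in these tables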
hERG protect: shields human hERG channel from block by proarrhythmic agents; Q12809; CHO-hERG, FluxOR thallium flux, dofetilide IC70 present; activation (rescue from dofetilide block), less the hit threshold, % at 10 µM; 310,000 tested, 0.51% active; AID 1511;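 active = activation above the mean of controls blocked by dofetilide plus 5 SD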;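 also: thallium influx through hERG after potassium depolarization seen as dye fluorescence rise; in these data hits start at about 4.7%; inactives centre near -7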
Target sequence (Q12809 whole entry, looked up): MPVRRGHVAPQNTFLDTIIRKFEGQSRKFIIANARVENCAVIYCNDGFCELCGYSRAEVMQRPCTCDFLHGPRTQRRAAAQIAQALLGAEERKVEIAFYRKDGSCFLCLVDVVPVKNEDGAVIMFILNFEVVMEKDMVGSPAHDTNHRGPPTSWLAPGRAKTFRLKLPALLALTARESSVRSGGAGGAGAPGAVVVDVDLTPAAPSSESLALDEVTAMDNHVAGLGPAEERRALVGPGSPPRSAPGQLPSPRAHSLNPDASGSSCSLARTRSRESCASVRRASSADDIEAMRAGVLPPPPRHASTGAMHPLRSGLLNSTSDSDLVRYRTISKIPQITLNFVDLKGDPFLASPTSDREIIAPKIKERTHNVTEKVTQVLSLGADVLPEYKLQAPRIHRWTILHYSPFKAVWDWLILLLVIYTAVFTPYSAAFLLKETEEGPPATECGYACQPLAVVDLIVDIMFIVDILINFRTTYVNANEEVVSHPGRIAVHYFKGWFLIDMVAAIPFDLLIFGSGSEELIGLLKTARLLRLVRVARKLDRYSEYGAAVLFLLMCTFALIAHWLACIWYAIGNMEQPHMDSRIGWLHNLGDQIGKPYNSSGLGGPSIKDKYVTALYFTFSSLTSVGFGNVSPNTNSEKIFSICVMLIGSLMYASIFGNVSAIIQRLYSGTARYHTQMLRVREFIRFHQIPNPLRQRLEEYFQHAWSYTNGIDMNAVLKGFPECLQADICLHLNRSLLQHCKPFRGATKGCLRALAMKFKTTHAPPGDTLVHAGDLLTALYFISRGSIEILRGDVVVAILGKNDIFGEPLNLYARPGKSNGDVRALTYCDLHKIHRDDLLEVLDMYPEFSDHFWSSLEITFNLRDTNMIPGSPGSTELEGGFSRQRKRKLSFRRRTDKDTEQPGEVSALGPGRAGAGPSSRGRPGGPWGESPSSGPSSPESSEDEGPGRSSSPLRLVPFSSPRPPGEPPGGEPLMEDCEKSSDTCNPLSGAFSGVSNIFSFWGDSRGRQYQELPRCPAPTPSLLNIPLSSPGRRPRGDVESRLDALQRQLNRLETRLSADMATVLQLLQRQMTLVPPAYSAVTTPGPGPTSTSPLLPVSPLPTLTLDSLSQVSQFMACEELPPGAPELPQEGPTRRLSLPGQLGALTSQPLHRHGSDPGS
RGS4 pot: RGS4 potentiation or activation | 310,000 tested, 0.92% active | AID 463111 | B-score at 10 µM | HEK293 M3R/inducible RGS4, carbachol calcium flux Fluo4; hits give low values;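 active = B-score of the integrated calcium signal more than 4 SD below the library mean, with starting fluorescence not abnormally high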;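 also: negative B-score means reduced calcium response which marks RGS4 activation or potentiation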
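Material: Inducible-RGS4 HEK293 cells carrying M3 receptor; also added: carbachol at ECmax as muscarinic agonist stimulus; incubation: compound preincubation 20 min at room temperature before agonist; signal: Fluo4-AM (2 µM) calcium-flux fluorescence, kinetic read; measure: integrated calcium ratio converted to B score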
KCNK3 block: human KCNK3 channel inhibition, primary screen. CHO-KCNK3 thallium flux, FluxOR fluorescence; hits give low values. O14649. B-score at 10 µM. 340,000 tested, 0.84% active. AID 602410;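 active = B-score under library mean minus 4 SD, starting fluorescence ratio at most library mean plus 5 SD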;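 also: more negative B-score means stronger inhibition of thallium flux through KCNK3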
KCNQ1 pot: human KCNQ1 channel potentiation or activation; P51787; CHO-K1 KCNQ1, thallium flux FluxOR fluorescence; hits give high values; B-score at 10 µM; 310,000 tested, 0.35% active; AID 2648;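 active = fluorescence ratio B-score, a plate-corrected score, at least three library SD, with initial intensity B-score within 5 SD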
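System: CHO-K1 cells stably expressing KCNQ1 / Medium: assay buffer for compound exposure, DMSO matched across wells / Reagent: thallium- and potassium-containing depolarizing buffer / Compound: one concentration, matched DMSO / Incubation: 20 min compound pretreatment at room temperature / Measured by: kinetic FluxOR fluorescence, 10 s baseline plus 110 s post-stimulus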
GSK3A inh: inhibitors of human GSK-3 alpha kinase; P49840; ADP-Glo luminescence, 60 min; inhibition, % at 10 µM; 320,000 tested, 0.1% active; AID 2650;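 in the data active = inhibition above about 50%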;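 also: GST-tagged GSK-3 alpha with peptide substrate and 25 µM ATP; 0% = DMSO neutral wells and 100% = GW8510 positive control wells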
KCNQ1 inh: human KCNQ1 channel inhibition | CHO-K1 KCNQ1, FluxOR thallium flux fluorescence; hits give high values | B-score at 10 µM | 310,000 tested, 1.3% active;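 active = compounds whose thallium flux B-score, printed positive for inhibition, exceeds three library SD while starting fluorescence stays within three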;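 also: channel opened by potassium depolarization with thallium stimulus after 20 min compound exposure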
Numbers without * were called inactive; i = inactive; . = not tested or not shown.

molecule	PolyA inhibitor	KCNK9 block	GSK3B inh	RGS4 block	Dyrk1A ADPGlo	hERG protect	RGS4 pot	KCNK3 block	KCNQ1 pot	GSK3A inh	KCNQ1 inh
CCC(=O)c1ccc(/C=C/c2nc3ccccc3n2C)o1	i	i	-1.9	i	1.5	-8.3	i	i	i	2.4	i
CCOC(=O)N1CCN(C(=O)c2oc3ccc(S(=O)(=O)N(CC)CC)cc3c2C)CC1	i	i	1.2	i	4.6	-5.4	i	i	i	-1.0	i
Cn1c(=O)c2c(nc(CN3CCN(C(=O)c4ccco4)CC3)n2CCc2ccccc2)n(C)c1=O	i	i	2.2	i	0.6	-11.4	i	i	i	-2.4	i
CN(C(=O)c1cccc(COc2ccc(Cl)cc2Cl)c1)c1ccccc1	i	i	2.4	i	-4.7	-11.7	i	i	i	-1.8	i
COC(=O)c1ccccc1NC(=O)c1sc(=S)n(C)c1N	i	i	.	i	-2.2	-1.1	i	i	i	-4.0	i
Cc1ccc(C(=O)OCc2nc(N)nc(Nc3ccccc3C)n2)cc1	i	i	-0.5	i	-1.8	-9.3	i	i	i	-1.1	i
O=C(O)c1cc(-c2ccccc2)n(-c2ccc(Cl)cc2)n1	i	i	1.3	i	-6.6	-5.8	i	i	i	-6.2	i
COc1ccc(NC(=O)c2cc(S(=O)(=O)N3CCS(=O)(=O)CC3)ccc2Cl)cc1	i	i	-0.1	i	-5.5	-5.5	i	i	i	-6.1	i
O=C(Cn1nc(C(F)F)cc1C1CC1)N1CCCC1	i	i	0.7	i	-3.6	-2.2	i	i	i	-3.8	i
O=C(NNC(=O)c1cc2cc(OC(F)(F)F)ccc2[nH]1)c1cccc(C(F)(F)F)c1	i	i	-3.0	i	13.2	-11.3	i	i	i	-0.9	i
COC(=O)c1ccc2nc(NC(=O)C(C)(C)C)sc2c1	.	i	0.5	i	3.4	-1.8	i	i	i	-2.1	i
COc1ccc2[nH]c(C(=O)Nc3cccc(C)n3)cc2c1	i	i	-1.9	i	.	-2.5	i	i	i	2.7	i
COC(=O)CN(c1nc(C)c(Br)c(OC)n1)S(=O)(=O)c1ccc(C)cc1	i	i	1.7	i	-2.6	-0.9	i	i	i	0.8	i
OC1CCCN(CC(O)COC(c2ccccc2)c2ccccc2)C1 (stereo not drawn)	i	i	1.6	i	-0.5	-9.5	i	i	i	1.3	i
CC12CCC(C(=O)Nc3ccccc3-n3cccc3)(CC1=O)C2(C)C (stereo not drawn)	i	i	-0.8	i	0.4	-8.9	i	i	i	0.1	i
Nc1c(N2CCOCC2)cc(Cl)c2nonc12	i	i	0.0	i	-14.7	-11.1	i	i	i	1.1	i
COc1ccc2nc(NC(=O)C3CCN(S(=O)(=O)c4cccs4)CC3)sc2c1	i	i	1.9	i	35.0	-12.8	i	i	i	1.0	i
O=[N+]([O-])c1ccc(N2CCN(c3ccccc3O)CC2)c(Cl)c1	i	i	0.4	i	3.4	-1.1	i	i	i	0.0	i
CCC(C)Cn1c(C)nc2ccccc21 (stereo not drawn)	i	i	4.7	i	14.4	-1.7	i	i	i	0.4	i
Cc1ccc(S(=O)(=O)Nc2ccc(NC(=O)c3c(F)c(F)c(F)c(F)c3F)cc2)cc1	i	i	1.7	i	-2.3	-1.9	i	i	i	2.7	i
CCOC(=O)N1CCC(NC(=O)CS(=O)(=O)Cc2nc(-c3ccccc3C)oc2C)CC1	i	i	-1.5	i	2.8	-7.3	i	i	i	-1.6	i
O=C(Nc1ccc(-c2csc(-c3ccccc3)n2)cc1)c1ccccc1Cl	i	i	0.5	i	-0.4	-2.8	i	i	i	-2.9	i
Cc1cc(C)cc(NC(=O)C2CCCN(S(=O)(=O)c3cnc[nH]3)C2)c1 (stereo not drawn)	i	i	-0.8	i	-12.9	-2.2	i	i	i	-1.5	i
Cc1nc2ccccc2c(=O)n1CCCO	i	i	2.8	i	3.6	-10.0	i	i	i	-0.3	i
CC(Oc1ccccc1)c1ccn[nH]1 (stereo not drawn)	i	i	-4.2	i	7.4	-6.5	i	i	i	-2.8	i
Cc1ccc(S(=O)(=O)N(C)Cc2ccc(C(=O)N/N=C/c3ccc(OC(F)F)cc3)cc2)cc1	i	i	-0.2	i	0.9	-3.7	i	i	i	-3.5	i
O=C(NNC(=O)c1ccc(Br)cc1)c1ccncc1	i	i	0.9	i	.	-3.7	i	i	i	-1.6	i
COC(=O)c1cc2sccc2n1Cc1nc(-c2cccc(Cl)c2)oc1C	i	-8.49*	1.3	i	9.5	-1.3	i	-8.7*	i	-3.4	i
CN(CCC1CCOCC1)C(=O)C1CCC(=O)N(CCc2cccc(F)c2)C1 (stereo not drawn)	i	i	-2.0	i	-2.3	-9.5	i	i	i	-1.2	i
O=C(c1cn[nH]c1)N1CCc2c([nH]c3ccccc23)C1c1c(F)cccc1Cl (stereo not drawn)	i	i	-3.7	i	2.2	-10.3	i	i	i	7.3	i
CCOC(=O)c1[nH]c(CN2CCN(c3ccc(OC)cc3)CC2)c(C(=O)OCC)c1C	i	i	-2.4	i	-4.0	-8.5	i	i	i	0.7	i
CCOC(=O)C1C(=O)Oc2ccc3ccccc3c2C1C1CCOC1=O (stereo not drawn)	i	i	1.3	i	2.2	-13.5	i	i	i	.	i
COc1ccc(/C(C)=N/OCC(=O)Nc2nc3ccccc3s2)cc1	i	i	2.7	i	-13.1	-6.3	i	i	i	0.1	i
O=C(NCc1cccnc1)C1CCN(S(=O)(=O)N2CCOCC2)CC1	i	i	0.6	i	-0.8	-11.4	i	i	i	-0.2	i
CC(C)N(Cc1nc2ccccc2[nH]1)C(C)C	i	i	0.8	i	8.6	-10.1	i	i	i	0.0	i
c1ccc2c(c1)OCC(c1csc3ncnc(N4CCOCC4)c13)O2 (stereo not drawn)	i	i	0.5	i	-2.1	-2.0	i	i	i	-0.9	i
CCOC(=O)CC(=O)Nc1ccn[nH]1	i	i	1.9	i	-3.8	0.1	i	i	i	2.2	i
C=C(C)C1CC=C(C)/C(=N/NC(=O)CCC(=O)Nc2ccccc2Cl)C1 (stereo not drawn)	i	i	0.2	i	4.2	-1.7	i	i	i	-3.9	i
CC(Sc1ccc(Cl)cc1)C(=O)NNC(=O)c1ccccc1O (stereo not drawn)	i	i	3.1	i	-3.9	-12.6	i	i	i	-1.5	6*
CCOC(=O)c1oc2ccccc2c1NC(=O)Cc1cccs1	i	i	3.5	i	-4.2	-6.5	i	i	i	-4.1	i
CCOC(=O)NCCc1ccc(OC)cc1	i	i	2.0	i	-2.7	-3.2	i	i	i	-2.7	i
Cc1c(NS(=O)(=O)c2ccc(Cl)c(C(=O)OC(C)C(=O)N3CCOCC3)c2)c(=O)n(-c2ccccc2)n1C (stereo not drawn)	i	i	13.8	i	-6.9	-5.9	i	i	i	-1.0	i
O=C(c1cccc(Cl)c1)C1CCCN(C(=O)c2ccoc2)C1 (stereo not drawn)	i	i	0.1	i	-3.1	-4.1	i	i	i	1.5	i
CCC(=O)NCC(c1cccs1)S(=O)(=O)c1ccc(C)cc1 (stereo not drawn)	i	i	0.1	i	2.2	-3.7	i	i	i	-0.6	i
COc1ccc(C(=O)NC2CCCc3ccccc32)cc1 (stereo not drawn)	i	i	3.3	i	-7.3	-0.6	i	i	i	-0.1	i
CCOc1ccc(S(=O)(=O)Nc2ccc(C(=O)NCCCN3CCCC3=O)cc2)cc1	i	i	1.0	i	10.2	-10.6	i	i	i	-2.6	i
CSCC[C@H](NC(=O)Nc1ccc(S(N)(=O)=O)cc1)C(=O)O	i	i	-2.9	i	-2.2	-3.2	i	i	i	-2.0	i
NNc1nc2ccccc2c(=O)n1Cc1ccccc1	i	i	-3.5	i	-3.2	1.3	i	i	i	7.3	i
CCOc1cc2c(Cl)ncnc2c(OCC)c1OCC	i	i	1.3	i	2.8	-4.2	i	i	i	4.4	i
O=C(NC1CCCC1)C(c1ccsc1)N(C(=O)Cc1cccs1)c1ccc(F)cc1 (stereo not drawn)	i	i	2.2	i	-2.4	4.2	i	i	i	-1.5	i
CCC1CCCCN1C(=O)CSc1nc2ccsc2c(=O)n1Cc1ccccc1 (stereo not drawn)	i	i	2.5	i	-5.4	-23.1	i	i	i	-2.6	i
OCCNc1nc2ccccc2[nH]1	i	i	0.1	i	-2.1	-8.7	i	i	i	-1.5	i
O=C(NC1CCc2ccccc21)c1cc(COc2ccc(F)cc2Cl)on1 (stereo not drawn)	i	i	1.1	i	-5.6	-15.3	i	i	i	4.2	i
CCCCOC(=O)/C=C/c1c(C)[nH]c(=O)[nH]c1=O	i	i	-2.0	i	1.9	2.4	i	i	i	-1.4	i
COc1cc(-c2nnc(COc3ccc4ccccc4c3)o2)cc(OC)c1OC	i	i	1.0	i	1.4	-10.0	i	i	i	-3.1	i
COc1ccc(CNC(=O)C(CC(C)C)NC(=O)c2ccccc2C)cc1 (stereo not drawn)	i	i	-3.8	i	6.7	-6.6	i	i	i	1.6	i

Bioassay records deposited in PubChem by several laboratories.

Not all compounds are listed; rates above refer to the full screens.
